Screening results as filed in PubChem.
SKBR3 24h inh: SK-BR-3 proliferation inhibitors; 0.47% of 41,000 active; SK-BR-3 viability, CellTiter-Glo ATP luminescence, 24 h; active compounds read low; AID 847; viability, % at 10 µM;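 active means viability at or below the median of all test compounds minus 3 SD, in both replicates if run twice, cut at about 45% in these data; inconclusive means duplicate replicates that disagree with each other; inactive means viability above that cutoff in every replicate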;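 further: 100% = median untreated cell wells and 0% = median positive control drug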
An asterisk follows results filed as active; u = inconclusive. Not all compounds are listed, so the mix of outcomes need not match the whole.

SMILES | SKBR3 24h inh
COc1ccc(Nc2oc(COc3cccc(C)c3)nc2C#N)cc1 | 95
c1ccc(-c2cnc(-c3cccnc3)o2)cc1 | 102
O=C1C2CCC(C(O)C2)N1Cc1ccccc1 (stereo not given) | 96
COc1ccc(NC(=O)c2ccco2)cc1NC(=O)c1cccnc1 | 90
CCCCOC(=O)CSc1nc2c(cc1C#N)C(=O)CC(C)(C)C2 | 117
COC(=O)CN(c1ccccc1OC)S(=O)(=O)c1ccccc1 | 102
CC(C)CNC(=O)c1cccc(NC(=O)C2CCCO2)c1 (stereo not given) | 98
COc1ccc(Nc2cc(C(=O)NCCCN3CCN(C)CC3)c3ccccc3n2)cc1OC | 91
Cc1cc(/C(=N/O)C(C)(C)NO)ccc1Cl | 149
O=C(CSc1nc2c(c(=O)[nH]1)CCC2)Nc1cccc(Cl)c1 | 91
CCOC(=O)c1sc2ncn(CC(=O)N(CC)CC)c(=O)c2c1C | 122
CC(C)(C)NC(=O)c1ccccc1-c1nc(-c2ccccc2Cl)no1 | 96
CSc1snc(SCC(N)=O)c1C#N | 91
CC1(C)Cc2nc(NCCCO)c(C#N)cc2CO1 | 92
Cc1ccc(N2CCN(S(=O)(=O)c3ccc(F)c(C)c3)CC2)c(C)c1 | 80
COc1cccc2cc(-c3cn4cccc(C)c4n3)c(=O)oc12 | 92
CCCCOc1ccc(C(=O)OC2CC(C)N(C)CC2C)cc1 (stereo not given) | 78
O=C(O)CCc1ccc(-c2cccs2)n1CC1CCCO1 (stereo not given) | 97
CSc1c[n+]2c(n1C)CCC2 | 70
Cc1ccc(-c2cc(C(=O)NC3=NCCS3)c3cc(Br)ccc3n2)o1 | 79
CCOC(=O)C1C(=O)C(C(=O)OCC)C(c2cccnc2)NC1c1cccnc1 (stereo not given) | 106
CCOC(=O)C1C2C=CC3(CN(Cc4cccs4)C(=O)C13)O2 (stereo not given) | 99
COc1ccc([C@@H]2Sc3ccccc3N(CCN(C)C)C(=O)[C@@H]2OC(C)=O)cc1 | 90
CSCC[C@H](NC(=O)Nc1cccc(C(F)(F)F)c1)C(=O)O | 126
COC(=O)NCc1ccc(S(=O)(=O)N2CCOCC2)cc1 | 91
CCOCCOC(=O)CCSc1n[nH]c(=O)[nH]c1=O | 87
COC(=O)COc1ccc(S(=O)(=O)NC2CCCCCC2)cc1 | 93
CNC(=O)CN1C(=O)C2C3C=CC(C3)C2C1=O (stereo not given) | 75
CCOP(=O)(c1ccccc1)C1(C#N)CCCC1 (stereo not given) | 85
COc1ccc(C2(C(=O)N3CCOCC3)CCOCC2)cc1OC | 129
CCOC(=O)c1cccc(NC(=O)C2CCCN(S(=O)(=O)c3c(C)n[nH]c3C)C2)c1 (stereo not given) | 79
COc1cccc(C2CC(c3ccccc3Cl)n3nnnc3N2)c1 (stereo not given) | 79
Cn1c(NC(=O)c2cccnc2)nc2ccccc21 | 66
CCOC(=O)N1CCN(C(=O)CNC(=O)Cc2ccc(Cl)cc2)CC1 | 103
N#CCCSc1ccccc1NC(=O)c1ccc(S(=O)(=O)N2CCCC2)cc1 | 60
CCc1nc2ccccc2n1CCC(C)C | 76
C=CCc1cc(C)ccc1OCC(O)CN1CCN(c2ccccc2)CC1 (stereo not given) | 69
CCCSc1nsc(SCCC)c1C(N)=O | 86
Cc1ccc(-c2nnc3n2N=C(c2ccccc2Br)CS3)cc1 | 98
CCn1c(SCC(=O)Nc2nc(C)cs2)nnc1-c1cccnc1 | 74
CCOC(=O)NC(Nc1nnc(C)s1)(C(=O)OCC)C(F)(F)F (stereo not given) | 92
CCOC(=O)c1c(N)sc2c(O)c(Br)ccc12 | 100
CCOC(=O)CNc1c(-c2ccc(F)cc2)nc2cnccn12 | 96
Cc1cc(Nc2nc3c(c(=O)n(C)c(=O)n3C)n2C)n(-c2ccc(Cl)cc2)n1 | 109
c1ccc(N2CCN(c3nc4ccccc4n4nnnc34)CC2)cc1 | 87
COc1ccc(OC)c(-c2nnc(SCC(=O)N3CCOCC3)o2)c1 | 83
COc1ccc(NC(=O)C2c3cc(OC)c(OC)cc3C(=O)N(C)C2c2cccnc2)cc1OC (stereo not given) | 101
CCN1C(=O)C(CC(=O)NC2CCCCC2)N(CC)C1=O (stereo not given) | 87
Cc1csc(NC(=O)Nc2ccc(Cl)cc2)n1 | 92
O=C1CCC(=O)N1CNc1cccnc1 | 116
Cc1cc(C)nc(/N=C/c2c(O)n(C)c(=O)n(C)c2=O)n1 | 87
CCOc1ccc(/C(O)=C2/C(=O)C(=O)N(CCCn3ccnc3)C2c2cccs2)cc1Cl (stereo not given) | 92
COc1ccc(OC)c(NC(=O)CN2CCN(C(=O)c3ccco3)CC2)c1 | 86
COc1ccc(OC)c(NC(=O)c2c(NC(=O)CNCc3ccco3)sc3c2CCC3)c1 | 96
CC(O)CNc1nc2c(c(=O)n(C)c(=O)n2C)n1C/C=C/c1ccccc1 (stereo not given) | 77
COC(=O)C1=C(CSc2nncn2C)NC(=O)NC1c1cc(C)ccc1C (stereo not given) | 82
NC(=O)c1ccc(-n2nnnc2SCc2ccccc2)cc1 | 118
Cc1cc2oc(C(=O)N(Cc3ccco3)C3CCS(=O)(=O)C3)cc(=O)c2cc1Cl (stereo not given) | 93
COc1cccc(N2CCN(C(=O)c3ccc(N4C(=O)NC5CC4(C)Oc4ccccc45)cc3)CC2)c1 (stereo not given) | 91
COc1ccc(S(=O)(=O)N2CCC(C(=O)Nc3nnc(CCN4CCCCC4)s3)CC2)cc1 | 51

Additional entries
SMILES | SKBR3 24h inh
Cn1c(C(C#N)/C(=N\S(=O)(=O)c2cccs2)c2ccccc2)nc2ccccc21 (stereo not given) | 96
COc1cc(C(=O)NCCc2nc3ccccc3n2C)cc(OC)c1OC | 95
Cn1c(=O)n(-c2ccccc2)c(=O)c2c3c(sc21)COC(C)(C)C3 | 85
Cc1cc(C)n2c(SCC(=O)Nc3cc(C)on3)nnc2n1 | 73
CC(C)NS(=O)(=O)c1ccc(OCC(=O)Nc2ccc3c(c2)OCO3)c(Cl)c1 | 86
O=C(NC(Cc1ccccc1)C(=O)N1CCN(c2ccccn2)CC1)c1ccco1 (stereo not given) | 97
N#Cc1c(NC(=O)c2ccc(Br)o2)n(-c2ccccc2)c2nc3ccccc3nc12 | 76
Cc1cccc(NC(=O)CSc2nnc(-c3ccncc3)n2C)c1 | 59
COc1cc(-c2nc(-c3ccc(NC(=O)c4ccc5c(c4)OCO5)cc3)no2)cc(OC)c1OC | u
O=C(NCCCNC(=O)NC1CCCCC1)NC1CCCCC1 | 99
CCOc1ccc(S(=O)(=O)N(CC(=O)O)c2ccccc2)cc1 | 93
CC(=O)NC1CC2CCCC(C1)N2CC(=O)Nc1ccccc1 (stereo not given) | 116
O=C(NCc1cccnc1)c1cn(-c2ccccc2)nc1-c1cccs1 | 74
COc1ccc(NC(=O)c2c(F)c(F)c(F)c(F)c2F)cc1Cl | 75
COc1cccc(OCC(=O)Nc2ccccc2C(N)=O)c1 | 98
Cc1ccc(NCCNc2ccc(C)cc2)cc1 | 101
COc1ccccc1NC(=O)CCSc1nnnn1C | 96
Cc1cc(NC(=O)CC23CC4CC(C2)CC(CC(=O)Nc2cc(C)on2)(C4)C3)no1 | 92
O=C(CCn1c(=O)oc2ccccc21)N1CCN(c2ccccc2Cl)CC1 | 74
CN(C)C=Nc1nonc1-c1ncn[nH]1 | 114
CCOCCCNC(=O)C(c1ccc(C)cc1)N(Cc1ccc2c(c1)OCO2)C(=O)CNC(C)=O (stereo not given) | 74
Cc1cccc(C(=O)Nc2ncc(CN3CCOCC3)s2)c1 | 81
O=C(OCCCC(=O)N1CCOCC1)c1ccccc1 | 86
Cc1ccc(S(=O)(=O)CCc2nnc(NC(=O)c3ccccn3)s2)cc1 | 90
COc1ccc(C(=O)COc2ccc(NC(C)=O)cc2)cc1 | 91
CC1=C(/C=C/C(C)=C/C=C/C(C)=C/C(=O)O)C(C)(C)CCC1 | 87
Cc1ccccc1-c1nc(-c2cccnc2)no1 | 98
COc1ccc(OCc2nc(N)nc(Nc3cccc(C)c3C)n2)cc1 | 89
O=C1CC(c2ccccc2)n2nc(NC(=O)c3cccnc3)nc2N1 (stereo not given) | 117
COC(=O)CSc1nnc(-c2ccccc2O)n1-c1ccc(C)cc1 | 102
COc1ccc(S(=O)(=O)N(CCc2ccccc2)CC(=O)O)cc1OC | 90
Cc1ccc(S(=O)(=O)Nc2nc3ccccc3nc2NCc2ccco2)cc1 | 88
Cc1ccccc1Cn1cc(NC(=O)c2cc(-c3cccs3)on2)cn1 | 83
CS(=O)(=O)N(CC(N)=O)c1ccc2c(c1)OCO2 | 90
COCCOC(=O)C(C#N)c1nc2ccccc2nc1N1CCCC1 (stereo not given) | 103
CCC(C(=O)NC1CCCC1)N(Cc1ccco1)C(=O)Cn1nnc(-c2ccc(C)cc2)n1 (stereo not given) | 68
Cc1cc2cc(CCNC(=O)c3ccc(Br)o3)c(=O)[nH]c2cc1C | 93
O=C(CSc1ncn(-c2ccccc2)n1)Nc1nc2ccccc2s1 | 91
c1ccc(-n2nnnc2-n2ccnc2)cc1 | 97
CC(=O)NCC(=O)OCC(=O)c1ccc(C)cc1 | 77

Pulled by compound from the entries so far (5):
SMILES | SKBR3 24h inh
COc1ccc(OCc2nc(N)nc(Nc3cccc(C)c3C)n2)cc1 | 89
CCOCCCNC(=O)C(c1ccc(C)cc1)N(Cc1ccc2c(c1)OCO2)C(=O)CNC(C)=O (stereo not given) | 74
O=C1CC(c2ccccc2)n2nc(NC(=O)c3cccnc3)nc2N1 (stereo not given) | 117
COC(=O)CSc1nnc(-c2ccccc2O)n1-c1ccc(C)cc1 | 102
Cc1cccc(C(=O)Nc2ncc(CN3CCOCC3)s2)c1 | 81

The listing continues.
SMILES | SKBR3 24h inh
COc1ccc(S(=O)(=O)NCC(=O)N(CC(=O)NCC2CCCO2)c2c(C)cccc2C)cc1 (stereo not given) | 102
CCOc1cc(CNC(=O)CN2C(=O)c3ccccc3S2(=O)=O)ccc1OC | 79
Brc1cccc(C2CC(c3ccccc3)n3nnnc3N2)c1 (stereo not given) | 75
Cc1ccc2c(c1)CCCN2C(=O)c1ccoc1C | 87
Cc1cc(C)cc(NC(=O)C2CCN(c3nccs3)CC2)c1 | 77
NC(=O)c1sc2nc(N3CCCCC3)c3c(c2c1N)CCCC3 | 111
O=C(C1CCN(c2nnnn2-c2ccccc2)CC1)N1CCN(c2ccccc2)CC1 | 125
CCCCC(=O)Nc1ccc(NC(=O)c2cccnc2)cn1 | 72
CN(C)c1nc(N)nc(-c2nc3ccccc3s2)n1 | 86
CC(=O)Nc1cccc(NC(=O)CSc2nnnn2C(C)C)c1 | 77
O=S1(=O)CC(O)C(NCc2ccco2)C1 (stereo not given) | 165
CSc1nnnn1-c1cccc(O)c1 | 90
Cc1ccccc1CS(=O)(=O)Cc1ccc(C(=O)NCCCN2CCCC2=O)o1 | 95
c1ccc(-n2cnc3cc(NCc4ccncc4)ccc32)cc1 | 78
O=C1CC(N2CCN(C/C=C/c3ccccc3)CC2)C(=O)N1CCc1ccccc1 (stereo not given) | 96
CCOC(=O)N1CCN(C2CC(=O)N(c3ccccc3)C2=O)CC1 (stereo not given) | 89
Cc1cccc(-c2c3c(=O)n(C)c(=O)n(C)c3c3c(C)cc(C)nn23)c1 | 55
c1ccc(-n2ncc3c(N4CCCC4)ncnc32)cc1 | 87
COc1ccc(N2C(=O)CC(n3c(CCCCO)nc4ccccc43)C2=O)cc1 (stereo not given) | 88
Cc1cc(C)n(CCCNC(=O)c2ccc3c(c2)NC(=O)CS3)n1 | 85
O=C(Cc1cccs1)N1CCN(c2nc(-c3ccc(Cl)cc3)cs2)CC1 | 113
COc1ccccc1Nc1nc(NCCO)c2ccccc2n1 | 113
CN(C)CCNC(=O)c1cc2cc(Br)ccc2oc1=O | 91
CCOC(=O)c1ccc(NS(=O)(=O)c2cc(-c3nnnn3C(C)C)ccc2OC)cc1 | 92
CCOc1ccc(-c2nnn(CC(=O)N3CCN(c4ccc(OC)cc4)CC3)n2)cc1OCC | 93
C=CCn1c(COc2cccc3cccnc23)nnc1SCC(=O)O | 90
CCOC(=O)C1=C(C)NC(=O)NC1c1ccc(Br)s1 (stereo not given) | 101
COC(=O)c1sc(S(=O)(=O)N2CCC(C)CC2)c(C(=O)OC)c1C | 102
COc1ccc(C(C(=O)NC2CCCCC2)N2CCC3(CC2)OCCO3)cc1 (stereo not given) | 93
COC(=O)C1=C(C)NC(C)=C(C(=O)OC)C1c1ccccn1 | 85
O=C(O)Cn1nc2ccccc2n1 | 82

An excerpt from above in order of heavy-atom count, descending:
SMILES | SKBR3 24h inh
CCOc1ccc(-c2nnn(CC(=O)N3CCN(c4ccc(OC)cc4)CC3)n2)cc1OCC | 93
CCOC(=O)c1ccc(NS(=O)(=O)c2cc(-c3nnnn3C(C)C)ccc2OC)cc1 | 92
O=C1CC(N2CCN(C/C=C/c3ccccc3)CC2)C(=O)N1CCc1ccccc1 (stereo not given) | 96
COc1ccc(N2C(=O)CC(n3c(CCCCO)nc4ccccc43)C2=O)cc1 (stereo not given) | 88
COc1ccc(C(C(=O)NC2CCCCC2)N2CCC3(CC2)OCCO3)cc1 (stereo not given) | 93
Cc1cccc(-c2c3c(=O)n(C)c(=O)n(C)c3c3c(C)cc(C)nn23)c1 | 55
C=CCn1c(COc2cccc3cccnc23)nnc1SCC(=O)O | 90
CCOC(=O)N1CCN(C2CC(=O)N(c3ccccc3)C2=O)CC1 (stereo not given) | 89
COc1ccccc1Nc1nc(NCCO)c2ccccc2n1 | 113
COC(=O)C1=C(C)NC(C)=C(C(=O)OC)C1c1ccccn1 | 85
CN(C)CCNC(=O)c1cc2cc(Br)ccc2oc1=O | 91
CCOC(=O)C1=C(C)NC(=O)NC1c1ccc(Br)s1 (stereo not given) | 101
O=S1(=O)CC(O)C(NCc2ccco2)C1 (stereo not given) | 165
CSc1nnnn1-c1cccc(O)c1 | 90
O=C(O)Cn1nc2ccccc2n1 | 82
